FBPA Giardia inh = qHTS Assay for Inhibitors of Fructose-1,6-bisphosphate Aldolase from Giardia Lamblia | A8B2U2 | purified Giardia FBPA | Potency, µM (series often up to 59.6 µM), inactives show at the top dose activity, negative = inhibition, actives largely listed as inhibitors | 0.71% of 290,000 active; also: potency is read from the fitted curve at half-maximal effect; % is scaled to controls: 0 for no effect and ±100 for the full control effect; nearly all actives have a fitted effect of over 55% in size
Target sequence (A8B2U2 whole entry, looked up): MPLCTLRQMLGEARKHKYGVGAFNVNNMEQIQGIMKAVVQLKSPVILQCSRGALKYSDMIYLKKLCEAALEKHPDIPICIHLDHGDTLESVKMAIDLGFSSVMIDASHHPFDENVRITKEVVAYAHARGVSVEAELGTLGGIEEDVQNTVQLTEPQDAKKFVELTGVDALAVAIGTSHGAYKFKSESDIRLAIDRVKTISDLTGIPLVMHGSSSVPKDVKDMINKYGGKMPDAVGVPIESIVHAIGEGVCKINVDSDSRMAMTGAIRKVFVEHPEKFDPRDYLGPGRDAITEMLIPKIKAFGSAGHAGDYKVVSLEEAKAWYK
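40 nM FBPA preincubated 10 min at RT with compound (up to 57.5 uM final), then substrate plus GAPDH/TPI/NAD/arsenate coupling and diaphorase/resazurin added. Fluorescence read after 20 min at RT, 525/598 nm.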
AMA1 RON2 block = qHTS for Inhibitors of AMA1-RON; Towards Development of Antimalarial Drug Lead: Primary Screen; Plasmodium falciparum AMA1 (3D7) - RON2 peptide interaction; AlphaScreen AMA1-biotinylated RON2 peptide binding; Potency, µM (top dose mostly 58.2 µM), for the others: at the top dose activity change, negative = inhibition, most hits filed as inhibitors; 0.2% of 360,000 active;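 also: potency is read from the fitted curve at half-maximal effect; 0% = vehicle wells and -100% = peptide control; nearly all actives have a fitted effect of over 45% in size; some results filed as inactive show a strong effect at the top dose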
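AMA1 (3D7) with his tag at 25 nM final met compounds first, then biotinylated RON2 peptide at 25 nM; detection used donor plus acceptor beads, 10 µg/mL apiece, read by AlphaScreen after 30 min at room temperature.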
AmpC no deterg = qHTS Inhibitors of AmpC Beta-Lactamase (assay without detergent). AID 485341, 2010. P00811. Potency, µM (titrated, usually from 57.1 µM), for the others: top-dose activity change, negative = inhibition, actives largely listed as inhibitors. AmpC nitrocefin hydrolysis, absorbance 480 nm, 0.0001% Triton. 0.52% of 330,000 active;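 also: potency is read from the fitted curve at half-maximal effect; plate controls were no compound for no effect and no enzyme for full effect; nearly all actives have a fitted effect of over 20% in size; some results filed as inactive show a strong effect at the top dose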
Target sequence (P00811 whole entry, looked up): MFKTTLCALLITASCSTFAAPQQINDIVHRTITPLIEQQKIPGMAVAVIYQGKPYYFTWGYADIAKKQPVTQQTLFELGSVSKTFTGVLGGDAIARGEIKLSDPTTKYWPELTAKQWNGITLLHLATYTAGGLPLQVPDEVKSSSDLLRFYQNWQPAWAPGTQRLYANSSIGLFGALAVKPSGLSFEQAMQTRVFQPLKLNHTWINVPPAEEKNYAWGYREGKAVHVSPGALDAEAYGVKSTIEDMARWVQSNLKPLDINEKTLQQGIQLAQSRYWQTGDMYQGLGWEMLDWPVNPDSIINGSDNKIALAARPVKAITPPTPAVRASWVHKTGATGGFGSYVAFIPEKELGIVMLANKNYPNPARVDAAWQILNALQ
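20 mM phosphate pH 7.0 + 0.01% (detergent screen) or 0.0001% Triton X-100; 5.3 nM AmpC reagent; cpd preinc 15 min RT; nitrocefin (800 uM stock) to start; A480 q20 s × 4 min; Activity was normalised to no-enzyme and no-compound control wells.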
CHX counter = Cycloheximide Counterscreen for Small Molecule Inhibitors of Shiga Toxin; cell reporter, cycloheximide protein synthesis inhibition counterscreen; max response, %; 12% of 300,000 active; in the data active = max response mostly above about 13%, no sharp cut-off; inactive = mostly below about 14%; also: read at 38.3 µM for the half of the compounds with a filed dose; 0% is about no effect
HCMV antiviral = qHTS Assay for inhibitors of the human cytomegalovirus (HCMV) | activity change, negative = inhibition, % at 57.5 µM | 4.5% of 410,000 active | HFF cells, HCMV-luciferase reporter, 72 h; active compounds read low; in the data active = activity change below about -60%; inconclusive = no clear call, values can overlap the other calls; inactive = above about -39%; also: % is scaled to controls: 0 for no effect and ±100 for the full control effect
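Two-dose cell screen: HFF monolayers treated with compounds and infected with luciferase-expressing HCMV at 1 PFU/cell, 72 h at 37C, then lysed for luciferase measurement.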
Shiga inhibitor = A qHTS for Small Molecule Inhibitors of Shiga Toxin | inhibition, % at 38.7 µM | 9.2% of 290,000 active | Vero cells, Shiga toxin protein synthesis inhibition reporter | AID 2315, 2010; in the data active = inhibition mostly above about 28%, no sharp cut-off; inactive = mostly below about 43%; also: 0% is about no effect
AmpC detergent = qHTS Inhibitors of AmpC Beta-Lactamase (assay with detergent); P00811; AmpC hydrolysis of nitrocefin, absorbance 480 nm, 0.01% Triton; Potency, µM (doses to about 114 µM), for the others: at the top dose activity change, negative = inhibition, usual class: inhibitors; 0.041% of 370,000 active;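 also: potency is read from the fitted curve at half-maximal effect; 0% = no-compound wells and -100% = no-enzyme wells; nearly all actives have a fitted effect of over 25% in size; some results filed as inactive show a strong effect at the top dose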
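AmpC (5.3 nM in the dispensed reagent) in 20 mM phosphate pH 7.0 with 0.01% (detergent screen) or 0.0001% Triton X-100 was preincubated with compounds for 15 min at room temperature. Nitrocefin was then added from an 800 uM solution, and hydrolysis was followed at 480 nm.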
The depositor's hits bear a star; ? = inconclusive; · = not tested or not shown; [ ] = remark or other dose. Unless noted, calls follow the shape of the dose curve; as a rule, active = well fitted curve in the direction sought with a large enough effect; inconclusive = small, poorly fitted or top-dose-only effect, or another doubt; inactive = no such curve, though single readings can be large; an effect the other way counts as inactive or inconclusive.

| mol | AMA1 RON2 block | AmpC detergent | AmpC no deterg | HCMV antiviral | FBPA Giardia inh | Shiga inhibitor | CHX counter |
| --- | --- | --- | --- | --- | --- | --- | --- |
| COc1ccc(C(C)=O)cc1COC(=O)Cn1cnc2ccccc2c1=O | 3% | -13% | 2% | 103 | 10% | 24 | -2 |
| CCn1nc(NC(=O)c2cccs2)c2cc3ccccc3nc21 | 80%[activator] | -1% | 43% | -14 | -12% | 10 | 7 |
| O=C(c1sccc1-c1ccccc1)N1CCN(S(=O)(=O)c2ccccc2F)CC1 | 0% | -15% | -23% | -12 | · | · | · |
| COc1ccc(-n2nc(N)c3c(=O)oc(N(C)C)nc32)cc1 | -3% | -1% | -25% | -24 | 1% | -19 | -3 |
| Cn1c(CNC(=O)c2ccccc2F)nnc1SCCOc1ccccc1 | 1% | 4% | 2% | 3 | 0% | -13 | -1 |
| Cc1ccc(S(=O)(=O)CCc2nc3ccccc3s2)cc1 | -2% | -2% | -19% | 58 | -1% | 20 | 5 |
| C[C@H](O)c1[nH]c2cc(F)ccc2c1[C@H](C)O | -4% | ? | -18% | 3 | -1% | -1 | 1 |
| COc1ccc(CN2C(=O)CN=C2Nc2ccc(C)cc2C)cc1 | 0% | 5% | 17% | 1 | -17% | 6 | 1 |
| CCOC(=O)Nc1nnc(-c2cccc(OC)c2)s1 | 2% | 1% | -2% | -66* | 5% | 23 | 15* |
| Cc1ccccc1-c1n[nH]c(=S)n1/N=C/c1c(C)nn(-c2ccccc2)c1C | 11%[2.32 µM] | 0% | -46% | -4 | 9% | 7 | -2 |

Shown with values under each structure: 2 of the compounds above.
The line under a structure holds: AMA1 RON2 block, AmpC detergent, AmpC no deterg, HCMV antiviral, FBPA Giardia inh, Shiga inhibitor, CHX counter
C[C@H](O)c1[nH]c2cc(F)ccc2c1[C@H](C)O
→ -4%, ?, -18%, 3, -1%, -1, 1
COc1ccc(CN2C(=O)CN=C2Nc2ccc(C)cc2C)cc1
→ 0%, 5%, 17%, 1, -17%, 6, 1

(cont.)
| mol | AMA1 RON2 block | AmpC detergent | AmpC no deterg | HCMV antiviral | FBPA Giardia inh | Shiga inhibitor | CHX counter |
| --- | --- | --- | --- | --- | --- | --- | --- |
| S=c1[nH]nc(-c2ccc3ncccc3c2)n1-c1ccc2c(c1)OCCO2 | 81%[activator] | 2% | -16% | -5 | -1% | -3 | 9 |
| CC1Nc2ncnc(N3CCN(c4ccccn4)CC3)c2N(Cc2ccccc2)C1=O (stereo not given) | -4% | -9% | 56% | 16 | · | · | · |
| CC(Sc1nnc(C(C)N(C)C)n1-c1ccc(Cl)cc1)C(=O)Nc1ccc2c(c1)OCO2 (stereo not given) | 12% | 2% | 82%[activator] | 1 | -5% | -4 | 10 |
| NS(=O)(=O)c1ccc(CCNC(=O)CSc2cccs2)cc1 | -3% | ? | -20% | -16 | -11% | -11 | 2 |
| COc1ccc(C(=O)NN(C)c2nc(-c3ccccc3)cc(C)c2S(C)(=O)=O)cc1 | 6% | -3% | -2% | -28 | 2% | -27 | 1 |
| CCCN(CCC)CCCNC(=O)C1c2cc(OC)c(OC)cc2C(=O)N(C)C1c1cccnc1 (stereo not given) | 13% | -5% | -27% | ? | 4% | 31 | 9 |
| COc1ccc(NC(=O)/C(=C\c2ccco2)NC(=O)c2ccco2)cc1 | 0% | -1% | -25% | 17 | 12% | -8 | -6 |
| CC1Cc2ccccc2N1C(=O)c1ccnc(C(C)(C)C)c1 (stereo not given) | 13% | -5% | 15% | 20 | 0% | -11 | 5 |
| COc1ccc(-c2nc3ccncc3[nH]2)cc1OC | 19% | ? | -10% | 87 | -2% | -4 | 9 |
| O=C(O)C(Oc1ccc2cc(-c3ccc(Cl)cc3)c(=O)oc2c1)c1ccccc1 (stereo not given) | 9% | ? | -44% | 0 | 23% | -4 | -3 |
| CC1CCCC(C)N1CCCNC(=O)c1ccc2c(c1)NC(=O)c1ccccc1S2 (stereo not given) | -1% | 2% | 16% | -29 | 2% | -2 | 9 |
| C=CCN1C(=O)C2(OCCCO2)c2c(C)ccc(C)c21 | 3% | -7% | 8% | -12 | -1% | -2 | -3 |
| CCC(C)NC(=O)C1CN(S(=O)(=O)c2ccccc2)CCN1S(=O)(=O)c1ccccc1 (stereo not given) | -1% | -1% | -5% | 47 | 9% | 28 | 25* |
| O=C(Nc1cccc(Cl)c1)c1csc(-c2ccccc2)n1 | 10% | 1% | -36% | -11 | ? | 98 | 43* |
| Cc1c(C(=O)N2CCC(C)CC2)sc2ncnc(N(C)c3ccccc3)c12 | -3% | ? | 10% | -66* | -5% | 19 | 5 |
| COc1c(C)cccc1C(=O)Nc1ccc(N2CCN(C(=O)c3ccccc3C)CC2)cc1 | -15% | ? | 121%[activator] | -36 | · | 2 | -3 |
| COc1cc(OC)cc(-c2c(-c3cccs3)c3cc(-c4ccc5c(c4)OCO5)ccc3n2C)c1 | -3% | 0% | -15% | -1 | · | · | · |
| CCOc1ccc(/C=N/NC(=O)CN2CCCCC2)cc1OCC | 9% | -21% | -21% | -9 | 6% | -6 | 0 |
| CCc1cccc(NC(=O)CCNS(=O)(=O)c2ccc3c(c2)oc(=O)n3C)c1 | 9% | 0% | -20% | 10 | · | -14 | -9 |
| COCCN=C1Sc2nc3c(C)cccc3cc2CN1Cc1ccco1 | 11% | 2% | -35% | 3 | -5% | 30 | 11 |
| COc1ccc(CCN2CC(C(=O)N(C)Cc3c(C)n[nH]c3C)CCC2=O)cc1 (stereo not given) | 1% | ? | 0% | -27 | 8% | -1 | -3 |
| Cc1cc(-c2ccco2)n(CC(=O)NCc2ccco2)n1 | 3% | -14% | -18% | -24 | -3% | -15 | -5 |
| CCOc1ccc(CN2CCCC(N3CCN(c4ccc(OC)cc4)CC3)C2)cc1 (stereo not given) | -1% | -15% | -5% | -10 | 10% | -3 | 1 |
| c1ccc2c(c1)[nH]c1ccncc12 | -3% | -4% | -13% | 15 | · | · | · |
| Cc1ccc(N2CC(C(=O)Nc3ccccn3)CC2=O)cc1 (stereo not given) | 0% | 1% | -3% | 9 | 5% | 5 | 9 |
| COc1ccc(NC(=O)c2cc(C3CC3)nc3c2cnn3C(C)C)cc1OC | 1% | 4% | 64%[activator] | ? | · | · | · |
| O=C(COc1ccc2ccccc2c1)NNC(=O)Nc1ccccc1F | 52%[activator] | -5% | -38% | 8 | · | 13 | -2 |
| OCC1(Cc2ccc(Cl)cc2)CCN(Cc2ccccc2F)CC1 | 0% | -5% | 40% | 11 | 2% | -10 | 1 |
| Cc1nnc(SCC(=O)Nc2c(C)n(C)n(-c3ccccc3)c2=O)n1Cc1ccccc1 | -21% | 1% | -2% | -12 | 3% | 34 | 3 |
| CC(=O)N(O)C/C=C/c1cccc(Oc2ccccc2)c1 | · | · | · | · | -9% | 3 | 25 |
| Cn1c(=NC(=O)COc2ccccc2)sc2cc(F)cc(F)c21 | 2% | 11% | -9% | · | 2% | 6 | 12 |
| Cc1cnc(C(=O)OCC(=O)N(Cc2ccccc2)C(C)C)cn1 | 4% | 4% | -9% | -30 | 0% | 14 | 1 |
| COc1cccc2cc(C(=O)Nc3ccccc3C)/c(=N/O)oc12 | 6% | 1% | -30% | 73 | -7% | 89* | 28* |
| O=C(CCC(=O)Nc1cccc([N+](=O)[O-])c1)NCc1ccccc1 | -2% | -4% | -10% | -15 | -4% | 15 | -3 |
| CCN1C(=O)C(CC(=O)Nc2ccc(F)cc2)N(CCCN2CCN(c3ccc(F)cc3)CC2)C1=S (stereo not given) | ? | -10% | 74%[activator] | 14 | -13% | -8 | -6 |
| NCCN1CCN2C(=O)CN(C(=O)c3ccccc3)CC12 (stereo not given) | 130%[activator] | · | -9% | -12 | · | · | · |
| Cc1ccc2c(c1)N(CC(=O)NC1CCCCC1)C(=O)c1cccnc1O2 | -3% | -2% | -4% | 17 | 0% | -1 | -3 |
| O=C(N[C@@H]1C/C=C\C[C@H](CC(=O)N(CCO)Cc2ccccc2)C(=O)N[C@@H](Cc2ccccc2)COC1=O)OCC1c2ccccc2-c2ccccc21 | -9% | · | 137%[activator] | -69* | · | · | · |
| COc1ccc(CNC(=O)c2ccccc2C(=O)O)cc1 | 0% | -9% | -22% | -28 | 4% | -1 | 1 |
| Cc1cc(/C=C\c2ccc3cc(N(C)C)ccc3[n+]2C)c(C)n1-c1ccccc1 | ? | -10% | 1% | · | ? | · | · |
| Cc1ccc(C(CC(=O)O)NC(=O)CN2C(=O)c3ccccc3C2=O)cc1 (stereo not given) | -4% | -21% | -18% | 6 | -4% | -2 | -4 |
| COc1ccc(C(=O)NC(C(=O)NCc2ccccn2)C(C)C)cc1 (stereo not given) | 10% | -13% | -4% | 2 | 5% | -5 | -1 |
| O=C(COc1ccc(Cl)cc1)N(Cc1ccccc1)c1ccccn1 | -3% | -1% | 4% | -10 | -5% | 6 | 15 |
| CCCCCCSc1nc(O)c(C2OC(=O)c3c2ccc(OC)c3OC)c(=O)n1-c1ccccc1 (stereo not given) | -2% | -18% | -30% | -16 | 30% | -10 | -3 |
| CSc1ncc(Cl)c(C(=O)O)n1 | 5% | 1% | -23% | -21 | -7% | -10 | -2 |
| O=C1CCCN1CCCNCC(O)c1ccccc1 (stereo not given) | -14% | 5% | -23% | 56 | -20% | -7 | 2 |

Entries from the list above that contain fluorine:
| mol | AMA1 RON2 block | AmpC detergent | AmpC no deterg | HCMV antiviral | FBPA Giardia inh | Shiga inhibitor | CHX counter |
| --- | --- | --- | --- | --- | --- | --- | --- |
| O=C(c1sccc1-c1ccccc1)N1CCN(S(=O)(=O)c2ccccc2F)CC1 | 0% | -15% | -23% | -12 | · | · | · |
| Cn1c(CNC(=O)c2ccccc2F)nnc1SCCOc1ccccc1 | 1% | 4% | 2% | 3 | 0% | -13 | -1 |
| C[C@H](O)c1[nH]c2cc(F)ccc2c1[C@H](C)O | -4% | ? | -18% | 3 | -1% | -1 | 1 |
| O=C(COc1ccc2ccccc2c1)NNC(=O)Nc1ccccc1F | 52%[activator] | -5% | -38% | 8 | · | 13 | -2 |
| OCC1(Cc2ccc(Cl)cc2)CCN(Cc2ccccc2F)CC1 | 0% | -5% | 40% | 11 | 2% | -10 | 1 |
| Cn1c(=NC(=O)COc2ccccc2)sc2cc(F)cc(F)c21 | 2% | 11% | -9% | · | 2% | 6 | 12 |
| CCN1C(=O)C(CC(=O)Nc2ccc(F)cc2)N(CCCN2CCN(c3ccc(F)cc3)CC2)C1=S (stereo not given) | ? | -10% | 74%[activator] | 14 | -13% | -8 | -6 |
